Source: PubChem (National Center for Advancing Translational Sciences (NCATS))
ALDH1A1 block: blocks purified human ALDH1A1 activity | Purified ALDH1A1, NADH fluorescence, propionaldehyde substrate | 220,000 compounds, 7.3% hits | Potency, µM (highest dose often 75.3 µM), without a hit: top-dose activity, negative = inhibition, hits mostly inhibitors; active means well fitted inhibition curve with a large enough effect, not every such curve was filed as active; inconclusive means small, poorly fitted or top-dose-only effect, or another doubt; inactive means no such curve, though single readings can be large or run the other way;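 further: plate controls were no enzyme wells and a reference inhibitor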
Target sequence (P00352 whole entry, looked up): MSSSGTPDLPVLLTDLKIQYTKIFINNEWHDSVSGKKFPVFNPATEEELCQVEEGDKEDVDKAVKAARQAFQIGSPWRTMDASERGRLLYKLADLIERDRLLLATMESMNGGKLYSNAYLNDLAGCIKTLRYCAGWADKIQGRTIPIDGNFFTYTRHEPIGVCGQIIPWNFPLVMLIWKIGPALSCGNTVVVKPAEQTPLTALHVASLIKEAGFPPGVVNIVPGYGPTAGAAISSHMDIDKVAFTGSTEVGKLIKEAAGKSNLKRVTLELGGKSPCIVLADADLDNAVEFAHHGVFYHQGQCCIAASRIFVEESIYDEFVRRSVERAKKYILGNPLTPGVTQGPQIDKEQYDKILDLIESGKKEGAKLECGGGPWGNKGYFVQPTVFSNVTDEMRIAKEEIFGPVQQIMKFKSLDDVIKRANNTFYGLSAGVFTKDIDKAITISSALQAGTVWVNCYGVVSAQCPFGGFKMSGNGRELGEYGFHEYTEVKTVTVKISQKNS
Tau ThT inhib: tau fibrillization inhibition (ThT binding); recombinant tau K18 P301L, heparin-induced fibrillization, ThT fluorescence; Potency, µM (series often up to 57.4 µM), for the others: top-dose activity, negative = inhibition, hits mostly inhibitors; P10636; 270,000 compounds, 2.1% hits; further: on the % scale 0 is the no-effect control and ±100 the full control effect; nearly all actives have a fitted effect of over 55% in size
Target sequence (P10636 561-689 P618L limits assumed): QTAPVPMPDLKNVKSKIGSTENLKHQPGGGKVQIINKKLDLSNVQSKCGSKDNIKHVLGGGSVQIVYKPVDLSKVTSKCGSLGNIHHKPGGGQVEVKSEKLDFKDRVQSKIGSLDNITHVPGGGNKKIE
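Heparin-induced (20 uM) aggregation of recombinant human K18 P301L tau, 15 uM unlabeled with 0.24 uM labeled, pH 7 acetate buffer, 6 hr at 37 C with compound. Fibrils quantified by 30 uM ThT fluorescence after 1 hr ambient incubation.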
JMJD2E inh: inhibitors of human JMJD2E histone demethylase | AID 2147 | Potency, µM (highest dose often 57.1 µM), for the others: at the top dose activity change, negative = inhibition, most hits filed as inhibitors | JMJD2E catalytic domain, FDH-coupled NADH fluorescence (FDH is formaldehyde dehydrogenase) | 230,000 compounds, 1.6% hits; active means well fitted inhibition curve with a large enough effect, not every such curve was filed as active; inconclusive means small, poorly fitted or top-dose-only effect, or another doubt; inactive means no such curve, though single readings can be large or run the other way;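 further: 0% = wells with enzyme and -100% = buffer wells without enzyme; nearly all actives have a fitted effect of over 50% in size; many of its hits are not listed in these tables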
Target sequence (B2RXH2 1-337 limits assumed): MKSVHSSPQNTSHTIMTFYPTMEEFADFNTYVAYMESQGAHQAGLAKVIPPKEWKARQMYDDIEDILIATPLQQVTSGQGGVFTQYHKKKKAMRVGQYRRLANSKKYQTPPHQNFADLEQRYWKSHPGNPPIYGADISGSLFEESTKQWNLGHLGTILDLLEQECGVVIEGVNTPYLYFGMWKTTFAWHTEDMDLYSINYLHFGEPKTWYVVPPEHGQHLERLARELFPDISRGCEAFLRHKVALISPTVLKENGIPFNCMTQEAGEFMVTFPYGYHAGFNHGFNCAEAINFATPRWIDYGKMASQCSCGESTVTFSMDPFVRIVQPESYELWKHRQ
Tau fluor cs: counter-screen for tau fibril formation inhibitors. tau K18 P301L (four-repeat tau fragment) Alexa594 fluorescence, heparin fibrillization. Potency, µM (doses to about 57.7 µM), for the others: top-dose activity change, negative = decrease. 280,000 compounds, 0.93% hits. AID 1463; further: on the % scale 0 is the no-effect control and ±100 the full control effect; nearly all actives have a fitted effect of over 55% in size
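Human K18 P301L tau (15 uM unlabeled plus 0.24 uM Alexa 594-labeled, final) in 100 mM sodium acetate pH 7 was mixed with compound and 20 uM heparin and incubated 6 hr at 37 C.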
Tau fibril FP: tau fibrillization inhibition (FP). P10636. K18 P301L tau heparin fibrillization, Alexa594 FP, 6 h. Potency, µM (titrated, usually from 57.7 µM), for the others: at the top dose activity, negative = inhibition, actives largely listed as inhibitors. 280,000 compounds, 0.39% hits. AID 1468; further: on the % scale 0 is the no-effect control and ±100 the full control effect; nearly all actives have a fitted effect of over 55% in size
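Human tau K18 […] P301L fragment, 15 uM unlabeled plus 0.24 uM Alexa 594-labeled tau (final), with compound and 20 uM heparin in 100 mM sodium acetate pH 7; 6 hr at 37 C, then Alexa 594 FP read.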
SMN2 splice enh: increases expression of the SMN2 splice variant | Potency, µM (doses to about 46.1 µM), inactives show at the top dose activity change, positive = activation, usual class: activators | AID 1458 | HEK293 SMN2-luciferase splicing reporter, luminescence, 30-36 h | 210,000 compounds, 2.8% hits; further: % of control where 0% means no effect; nearly all actives have a fitted effect of over 55% in size
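qHTS luciferase splicing reporter: luminescence rises when SMN2 exon 7 is included in transfected HEK293 cells. Compound exposure lasted 30-36 h at 37C, with 4.5 mM final sodium butyrate as control, followed by a ONE-Glo read.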
HTT aggregate: reduces HttQ103-GFP aggregates in PC12 cells; Potency, µM (titrated, usually from 46.1 µM), for the others: at the top dose activity change, negative = inhibition, actives largely listed as inhibitors; AID 1688; PC12 HttQ103-GFP aggregates, Acumen cytometry, 40 h; 220,000 compounds, 1.1% hits; further: on the % scale 0 is the no-effect control and ±100 the full control effect; nearly all actives have a fitted effect of over 60% in size
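Aggregate formation scored by laser-scanning cytometer (488 excitation, 500–530 emission) in lysed PC12 cells expressing Q103-GFP after 100 nM tebufenozide induction; library tested in dose series, with ATPLite reagent added in the multiplex.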
HTT cytoprotect: cytoprotection in Huntington HTT-Q103 PC12 cell model; PC12 HTT-Q103 induced, cytoprotection, ATP luminescence, 40 h; Potency, µM (series often up to 56.4 µM), inactives show cytoprotection (ATP increase), actives largely listed as activators; 230,000 compounds, 0.14% hits; AID 1471;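 further: % of control where 0% means no effect; nearly all actives have a fitted effect of over 45% in size; toxic huntingtin expression switched on by the ecdysone agonist tebufenozide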
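Cells were plated at 1500 per well in phenol red-free DMEM with 5% equine and 5% calf serum. Tebufenozide (100 nM final) and compounds were added, then ATPlite reagent, and luminescence was read.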
The depositor's hits bear a star; ? = inconclusive; . = not tested or not shown; [ ] = dose if it differs, or a comment. Unless noted, the call rests on the fitted dose curve; in most records, active means well fitted curve in the direction sought with a large enough effect; inconclusive means small, poorly fitted or top-dose-only effect, or another doubt; inactive means no such curve, though single readings can be large; an effect the other way counts as inactive or inconclusive. Potency means the concentration at half of the fitted maximal effect.

Letter code: A = ALDH1A1 block; B = Tau ThT inhib; C = JMJD2E inh; D = Tau fluor cs; E = Tau fibril FP; F = SMN2 splice enh; G = HTT aggregate; H = HTT cytoprotect
> CCN1C(=O)/C(=C\N2CCCCCC2)SC1=S
  A: ?	B: -4%	C: -3%	D: -9%	E: 4%	F: .	G: -21%	H: -7%
> COc1ccc(C)cc1S(=O)(=O)N1CCCCC1
  A: 9%	B: -2%	C: 9%	D: -2%	E: -2%	F: 1%	G: 8%	H: 28%[10 µM]
> Cc1onc(-c2ccccc2)c1C(=O)NNC(=S)NC(=O)c1ccc2c(c1)OCO2
  A: .	B: -11%	C: ?	D: -4%	E: 4%	F: .	G: -24%[9.22 µM]	H: -15%[10 µM]
> CN(C)S(=O)(=O)Oc1ccccc1C(=O)Nc1ccccc1Cl
  A: 9%	B: 0%	C: ?	D: -2%	E: -6%	F: 0%	G: 0%	H: -77%[inhibitor]
> Cc1ccsc1C(=O)OCc1csc(-c2ccccc2)n1
  A: -2%	B: -18%	C: -4%	D: -15%	E: -2%	F: 16µM*	G: -6%	H: -19%[10 µM]
> Cc1ccc(-c2cc(C(F)F)n3ncc(C(=O)N4CCCc5ccccc54)c3n2)cc1
  A: -1%	B: -6%	C: 0%	D: -4%	E: -1%	F: 6%	G: -14%	H: -2%[10 µM]
> CCCCOc1ccccc1C(=O)NCCCC(=O)O
  A: 6%	B: -5%	C: 6%	D: -4%	E: 6%	F: -5%	G: 8%	H: -31%
> Cc1ccc(S(=O)(=O)c2c[nH]c3cc4c(cc3c2=O)OCO4)cc1
  A: .	B: .	C: ?	D: 12%	E: 4%	F: .	G: -31%[9.22 µM]	H: -18%[10 µM]
> O=C1N=c2ccccc2=C1c1sc(NS(=O)(=O)c2ccccc2)nc1O
  A: ?	B: 7.1µM*	C: 3%	D: ?	E: 5%	F: -7%	G: 24%	H: 1%[10 µM]
> COc1ccc(OC)c(CNC(=O)C2CCN(C(=O)N(C)C)CC2)c1
  A: 4%	B: 4%	C: -1%	D: 2%	E: -4%	F: 11%	G: -4%	H: 12%[10 µM]
> CN1CCN(NC(=O)Nc2cccc(Cl)c2Cl)CC1
  A: 8%	B: 6%	C: -2%	D: 7%	E: -1%	F: 12%	G: -4%	H: .
> COc1ccc(/C=C(\C)c2nc(C)c(-c3ccccc3)c(=O)[nH]2)cc1
  A: .	B: -15%	C: -23%	D: -14%	E: -10%	F: .	G: -4%[9.22 µM]	H: -15%[10 µM]
> CS(=O)(=O)N(CC(=O)N1CCC(C(N)=O)CC1)C1CCCCC1
  A: 12%	B: -7%	C: 0%	D: -7%	E: -3%	F: -15%	G: -7%	H: 6%[10 µM]
> COc1ccc(OC)c(CCNC(=O)C(C)n2c(C)c3cnn(-c4ccccc4)c(=O)c3c2C)c1 (stereo unspecified)
  A: .	B: -4%	C: .	D: -3%	E: 8%	F: -21%	G: .	H: .
> CCCCn1c(=O)nc2n(-c3ccc(F)cc3)c3ccccc3cc-2c1=O
  A: .	B: -3%	C: .	D: -2%	E: 6%	F: -3%	G: .	H: .
> COc1cc(/C=N/O)cc(Br)c1OCC(=O)NCc1ccccc1
  A: ?	B: -6%	C: 0%	D: -7%	E: 1%	F: -11%	G: 4%	H: .
> CC1C(=NO)C(C)C(c2ccccc2)NC1c1ccccc1 (stereo unspecified)
  A: -6%	B: 2%	C: -4%	D: -3%	E: -5%	F: 5%	G: 1%	H: 3%
> O=C(COc1ncnc2cc([N+](=O)[O-])ccc12)NC(=O)NC1CCCCC1
  A: -2%	B: ?	C: -3%	D: ?	E: 9%	F: -12%	G: -10%	H: -16%[10 µM]
> CCN(CC(=O)Nc1ccc(Cl)c(S(=O)(=O)N(C)C)c1)CC(=O)NC(C)C
  A: 5%	B: 3%	C: 5%	D: 4%	E: 2%	F: 1%	G: 3%	H: .
> FC(F)Oc1ccc(NC(=S)N2CCc3ccccc32)cc1
  A: -5%	B: -9%	C: 5%	D: -20%	E: -1%	F: -26%	G: ?	H: -32%[inhibitor]
> CC(=O)c1cccc(N=C2C(=O)Nc3ccccc32)c1
  A: 2%	B: -11%	C: -3%	D: -11%	E: -8%	F: .	G: -5%	H: 3%
> O=C(c1cccc(Cl)c1)C1CCCN(C(=O)c2ccoc2)C1 (stereo unspecified)
  A: -4%	B: -2%	C: 3%	D: -4%	E: -10%	F: .	G: -5%[9.22 µM]	H: 5%[10 µM]
> COc1ccc(NC(=O)C2CCC(CNS(=O)(=O)c3cccc4nsnc34)CC2)cc1OC (stereo unspecified)
  A: .	B: ?	C: .	D: -21%	E: 3%	F: -13%	G: .	H: .
> Cc1oc(-c2ccccc2)cc1C(=O)Nc1ccc(N(C)C)cc1
  A: ?	B: 13µM*	C: -3%	D: 14µM*[quencher]	E: 5%	F: -30%	G: -30%	H: -17%
> CCOC(=O)C1CCN(CCC(=O)Nc2cccc(Cl)c2)CC1
  A: 10%	B: 4%	C: -6%	D: 4%	E: -4%	F: -4%	G: -2%	H: -10%
> CC(C(=O)Nc1ccc(C(=O)O)cc1)N1C(=O)c2ccccc2C1=O (stereo unspecified)
  A: 11%	B: -14%	C: 4%	D: -11%	E: -7%	F: 3%	G: 17%	H: -9%
> Cc1cccc(NC(=O)CN2C(=O)NC(C)(c3ccc4c(c3)OCO4)C2=O)c1 (stereo unspecified)
  A: -4%	B: ?	C: 4%	D: -6%	E: ?	F: 7%	G: ?	H: 6%
> O=C(Nc1ccccc1F)C(=Cc1sc(N2CCOCC2)nc1-c1ccccc1)C(=O)Nc1ccccc1F
  A: 4%	B: -15%	C: 0%	D: -15%	E: -9%	F: -12%	G: 22%	H: 2%[10 µM]
> CCCCOc1nc2ccccc2nc1C(C#N)C(=O)NC1CCCCC1 (stereo unspecified)
  A: ?	B: ?	C: 1%	D: -17%	E: -5%	F: -23%	G: -7%	H: -15%
> CC1OC(C)(C)OC1C1CNc2nc(NC(=O)C(C)(C)C)[nH]c(=O)c2N1C(=O)c1cccnc1 (stereo unspecified)
  A: 5%	B: -4%	C: -4%	D: -2%	E: -2%	F: -11%	G: -13%	H: .
> COc1ccc(C2CC3(CC(C)(C)NC(SC)=N3)Oc3cc(O)cc(C)c32)cc1 (stereo unspecified)
  A: -10%	B: -10%	C: 0%	D: -10%	E: -1%	F: -22%	G: 13%	H: -19%[10 µM]
> Cc1ccc(NC(=O)c2c(C)nc(Nc3nc4ccccc4o3)nc2C)cc1
  A: -2%	B: ?	C: 3%	D: -2%	E: -5%	F: -8%	G: -2%	H: -3%
> CCOC(=O)c1sc2nc(SCC(=O)NCc3ccco3)n(Cc3ccccc3)c(=O)c2c1C
  A: 8%	B: 5%	C: -29%	D: 2%	E: -4%	F: 16%	G: 8%	H: -2%[10 µM]
> CC(Oc1ccc(Cl)cc1Cl)C(=O)Nc1ccc(O)cc1 (stereo unspecified)
  A: ?	B: -3%	C: ?	D: -27%	E: -7%	F: -3%	G: 18%	H: .
> Cc1c(C(=O)/C=C/N(C)C)nnn1-c1ccc(F)c(Cl)c1
  A: .	B: -14%	C: 8%	D: -10%	E: 7%	F: .	G: 18%[9.22 µM]	H: 12%[10 µM]
> Cc1cc(-c2ccccc2)nc(N2CCC(C(=O)NC34CC5CC(CC(C5)C3)C4)CC2)n1
  A: -7%	B: -13%	C: 6%	D: -20%	E: -4%	F: .	G: -1%	H: -21%
> COC(=O)[C@@H](NC(=O)NCCC1=CCCCC1)C(C)C
  A: .	B: -8%	C: 5%	D: -7%	E: -2%	F: .	G: -4%[9.22 µM]	H: 26%[10 µM]
> COCCN1C=C(C(=O)OC)C(c2cc3c(cc2Br)OCO3)C(C(=O)OC)=C1
  A: ?	B: ?	C: ?	D: -13%	E: 1%	F: -9%	G: 0%	H: -17%
> CC(CNC(=O)c1ccc(Br)o1)NC(=O)c1ccc(Br)o1 (stereo unspecified)
  A: 28µM*	B: -10%	C: -3%	D: 2%	E: 6%	F: -7%	G: -2%	H: 3%
> CCC(=O)N(C)CCc1cc2c(c(OC)c1/C=N/NC(=O)c1ccccc1O)OCO2
  A: -2%	B: -13%	C: -6%	D: -9%	E: 8%	F: -15%	G: 7%	H: .
> C=CCn1c(SCc2nc(N)nc(N3CCCCC3)n2)nnc1-c1ccco1
  A: 22µM*	B: -19%	C: -3%	D: -2%	E: 7%	F: -3%	G: 14%	H: -19%
> O=C1CC(N2CCC(C(=O)N3CCCCC3)CC2)C(=O)N1 (stereo unspecified)
  A: 4%	B: 3%	C: 4%	D: 6%	E: -2%	F: -13%	G: 12%	H: 4%[10 µM]
> CCOc1ncccc1C(=O)OCC(=O)Nc1ncc(C(F)(F)F)cc1Cl
  A: -9%	B: -6%	C: -5%	D: -14%	E: -4%	F: -7%	G: 24%	H: 16%[10 µM]
> Cc1ccc(C)c(OCC(=O)O/N=C(\N)c2ccccn2)c1
  A: 3%	B: ?	C: 4%	D: -7%	E: -1%	F: ?	G: 5%	H: -23%

Reformatted: results already given
> Cc1ccc(C)c(OCC(=O)O/N=C(\N)c2ccccn2)c1
  ALDH1A1 block: 3% | Tau ThT inhib: ? | JMJD2E inh: 4% | Tau fluor cs: -7% | Tau fibril FP: -1% | SMN2 splice enh: ? | HTT aggregate: 5% | HTT cytoprotect: -23%

> Cc1cccc(NC(=O)CN2C(=O)NC(C)(c3ccc4c(c3)OCO4)C2=O)c1 (stereo unspecified)
  ALDH1A1 block: -4% | Tau ThT inhib: ? | JMJD2E inh: 4% | Tau fluor cs: -6% | Tau fibril FP: ? | SMN2 splice enh: 7% | HTT aggregate: ? | HTT cytoprotect: 6%

> C=CCn1c(SCc2nc(N)nc(N3CCCCC3)n2)nnc1-c1ccco1
  ALDH1A1 block: 22µM* | Tau ThT inhib: -19% | JMJD2E inh: -3% | Tau fluor cs: -2% | Tau fibril FP: 7% | SMN2 splice enh: -3% | HTT aggregate: 14% | HTT cytoprotect: -19%

> CC1OC(C)(C)OC1C1CNc2nc(NC(=O)C(C)(C)C)[nH]c(=O)c2N1C(=O)c1cccnc1 (stereo unspecified)
  ALDH1A1 block: 5% | Tau ThT inhib: -4% | JMJD2E inh: -4% | Tau fluor cs: -2% | Tau fibril FP: -2% | SMN2 splice enh: -11% | HTT aggregate: -13% | HTT cytoprotect: .

Some of the compounds tested, so the mix of outcomes need not match the whole.
